PrPC TRFRET: inhibitors of human cell surface prion protein PrPC, primary screen, cell-based, TR-FRET | TR-FRET read-out | inhibition, % at 13.8 µM | 0.43% of 370,000 active | Major prion protein (Homo sapiens), P04156; in the data active = inhibition above about 24%; note: 0% = median of the test wells and 100% = reference compound wells
SSB-PriA inh: inhibitors of Klebsiella pneumoniae PriA binding to SSB C-terminal tail, primary screen, biochemical, AlphaScreen | AID 1272365, 2023 | AlphaScreen SSBct-PriA binding, biotinylated peptide | inhibition, % at 33 µM | 0.6% of 430,000 active; in the data active = inhibition mostly above about 37%, no sharp cut-off; inactive = mostly below about 20%;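 note: plate controls were negative control peptide for no effect and reference peptide for full effect; strong numbers were not always called active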
DUSP3 inh: VHR1 phosphatase inhibitors, primary screen, biochemical, absorbance, uHTS; 0.52% of 290,000 active; inhibition, % at 13.3 µM; recombinant VHR phosphatase, pNPP absorbance; in the data active = inhibition above about 50%; note: some compounds called inactive have numbers as strong as hits
Rv3671c inh: Rv3671c serine protease inhibitors, primary screen, biochemical, fluorescence polarization, M. tuberculosis H37Rv | P9WHR9 | inhibition, % at 5.96 µM | 0.048% of 320,000 active; in the data active = inhibition above about 38%;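 note: extracellular domain of Rv3671c used as enzyme; 0% = enzyme with DMSO and 100% = no enzyme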
BoNT-F LC inh: BoNT/F light chain protease inhibitors, primary screen, biochemical, flow cytometry, MLPCN library; inhibition, % at 10 µM; Multiplex microsphere protease cleavage assay; 0.22% of 360,000 active; AID 588497, 2011; Botulinum neurotoxin type F light chain protease (Clostridium botulinum); in the data active = inhibition above about 35%, passing the limit was not always enough; inconclusive = no clear call, values can overlap the other calls; note: plate controls were buffer without enzyme for full effect and enzyme alone for no effect
MazEF act: activators of E. coli MazEF toxin-antitoxin RNase, primary screen, biochemical, fluorescence, uHTS; FAM/BHQ RNA-DNA oligo cleavage fluorescence, 5 h; activation, % at 20 µM; 0.32% of 350,000 active; AID 504720, 2011; in the data active = activation above about 50%
Target sequence (P0AE70 whole entry, looked up): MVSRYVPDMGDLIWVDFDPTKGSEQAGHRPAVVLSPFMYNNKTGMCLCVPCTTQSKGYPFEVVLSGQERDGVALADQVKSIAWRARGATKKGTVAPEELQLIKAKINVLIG
Anthrax LF prot: Bacillus anthracis LF protease inhibitors, primary screen, biochemical, multiplex microsphere, MLPCN library; Lethal factor (Bacillus anthracis), P15917; multiplex microsphere protease cleavage assay; inhibition, % at 10 µM; 0.12% of 360,000 active; AID 588501, 2011; note: plate controls were buffer without enzyme for full effect and enzyme alone for no effect
Target sequence (P15917 whole entry, looked up): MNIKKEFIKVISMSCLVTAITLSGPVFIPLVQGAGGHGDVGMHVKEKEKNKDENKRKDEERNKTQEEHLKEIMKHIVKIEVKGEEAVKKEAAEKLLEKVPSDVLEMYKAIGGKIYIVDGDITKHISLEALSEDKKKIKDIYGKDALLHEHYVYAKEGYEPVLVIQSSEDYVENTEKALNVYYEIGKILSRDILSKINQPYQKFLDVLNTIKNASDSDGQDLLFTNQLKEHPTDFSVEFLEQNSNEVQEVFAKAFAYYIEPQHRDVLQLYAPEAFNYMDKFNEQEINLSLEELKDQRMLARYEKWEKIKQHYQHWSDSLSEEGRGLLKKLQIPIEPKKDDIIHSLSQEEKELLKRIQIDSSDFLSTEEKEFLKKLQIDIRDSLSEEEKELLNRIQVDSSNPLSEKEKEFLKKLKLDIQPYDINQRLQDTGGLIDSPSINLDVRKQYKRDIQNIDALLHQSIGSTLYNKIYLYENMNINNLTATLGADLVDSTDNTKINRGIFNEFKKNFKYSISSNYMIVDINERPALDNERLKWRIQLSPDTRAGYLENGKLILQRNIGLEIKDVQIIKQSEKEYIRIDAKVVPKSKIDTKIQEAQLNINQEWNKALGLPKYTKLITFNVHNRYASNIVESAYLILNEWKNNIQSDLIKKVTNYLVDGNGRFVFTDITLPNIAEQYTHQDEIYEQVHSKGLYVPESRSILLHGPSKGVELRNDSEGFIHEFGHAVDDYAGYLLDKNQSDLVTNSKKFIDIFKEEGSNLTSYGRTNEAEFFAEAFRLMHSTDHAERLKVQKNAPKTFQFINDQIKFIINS
CCHFV vOTU inh: CCHFV vOTU protease inhibitors, primary screen, biochemical, Pep-AMC substrate, fluorescence; Crimean-Congo hemorrhagic fever virus L polyprotein viral ovarian tumor (vOTU) protease …; inhibition, % at 11.5 µM; 0.55% of 370,000 active; in the data active = inhibition above about 30%; note: 0% = vehicle wells with enzyme and 100% = no enzyme wells
BoNT A protease: BoNT/A light chain protease inhibitors, primary screen, biochemical, flow cytometry, MLPCN library | multiplex microsphere protease substrate cleavage | inhibition, % at 10 µM | 0.17% of 360,000 active | AID 588499, 2011; note: plate controls were buffer without enzyme for full effect and enzyme alone for no effect
SARS 3CLpro inh: SARS-CoV 3CLpro protease inhibitors, primary screen, biochemical, quenched FRET. Replicase polyprotein 1ab (Severe acute respiratory syndrome coronavirus), P0C6X7. recombinant SARS-CoV 3CLpro, quenched FRET peptide cleavage. inhibition, % at 6 µM. 0.14% of 290,000 active; in the data active = inhibition above about 12%
Starred values were filed as active, the others as inactive. Cut-off read from the data, not from the text of the source, unless noted: active = inhibition above about 30%; inconclusive = no clear call, values can overlap the other calls; inactive = below that. Not all compounds are listed; the hit share may differ from the screen's.

How did COc1ccc(C(=O)N(C)c2c(C)n(C)n(-c3ccccc3)c2=O)cc1OC do in these assays?
PrPC TRFRET: 3; SSB-PriA inh: -17; DUSP3 inh: 9; Rv3671c inh: 3; BoNT-F LC inh: -7; MazEF act: -7; Anthrax LF prot: 1; CCHFV vOTU inh: -6; BoNT A protease: -1.0; SARS 3CLpro inh: -3

What do the screens show for `COc1ccccc1S(=O)(=O)c1c(C)cc(C)[nH]c1=O`?
PrPC TRFRET: -1; SSB-PriA inh: 3; DUSP3 inh: 9; Rv3671c inh: -8; BoNT-F LC inh: 4; MazEF act: -3; Anthrax LF prot: 7; CCHFV vOTU inh: -7; BoNT A protease: -0.7; SARS 3CLpro inh: -6

Results for NC(=S)Nc1ccc2c(c1)OCO2 ?
PrPC TRFRET: 2; SSB-PriA inh: -11; DUSP3 inh: 20; Rv3671c inh: 4; BoNT-F LC inh: -2; MazEF act: -3; Anthrax LF prot: -1; CCHFV vOTU inh: -16; BoNT A protease: -0.7; SARS 3CLpro inh: 2

Results for Cn1c(=O)c2cc(NC(=O)Nc3cccnc3)ccc2n1-c1ccc(C(C)(C)C)cc1 ?
PrPC TRFRET: -3; BoNT-F LC inh: -2; Anthrax LF prot: -7; CCHFV vOTU inh: 1; BoNT A protease: -0.3

Results for O=C(NC1CC1)C1CSC(c2cccnc2)=N1 (centres undefined) ?
PrPC TRFRET: -5; SSB-PriA inh: -8; DUSP3 inh: 21; Rv3671c inh: -3; BoNT-F LC inh: -17; MazEF act: 2; Anthrax LF prot: -3; CCHFV vOTU inh: -13; BoNT A protease: -1.9; SARS 3CLpro inh: -6

What do the screens show for `Cc1cc(NS(=O)(=O)c2ccc(NC(=O)c3cnc4scc(C)n4c3=O)cc2)nc(C)n1`?
PrPC TRFRET: -11; SSB-PriA inh: 1; DUSP3 inh: -14; Rv3671c inh: 1; BoNT-F LC inh: -2; MazEF act: 8; Anthrax LF prot: -2; CCHFV vOTU inh: 12; BoNT A protease: 0.4; SARS 3CLpro inh: -1

How did O=C(C1CCC(=O)N1C1CCCC1)N1CCC2(CC1)OCCO2 (centres undefined) do in these assays?
PrPC TRFRET: 1; SSB-PriA inh: -13; DUSP3 inh: 10; Rv3671c inh: 7; BoNT-F LC inh: 1; MazEF act: -4; Anthrax LF prot: -5; CCHFV vOTU inh: 4; BoNT A protease: 0.5; SARS 3CLpro inh: -2

How did Oc1ccc2[nH]cnc2c1CN1CCCCC1 do in these assays?
PrPC TRFRET: -10; SSB-PriA inh: 3; DUSP3 inh: 19; Rv3671c inh: -3; BoNT-F LC inh: 2; MazEF act: 3; Anthrax LF prot: 0; CCHFV vOTU inh: -5; BoNT A protease: -0.6; SARS 3CLpro inh: 1

How did CCCCCCOC(=O)c1ccccc1NC(=O)/C=C/C(=O)O do in these assays?
PrPC TRFRET: 1; SSB-PriA inh: 0; DUSP3 inh: -7; Rv3671c inh: 5; BoNT-F LC inh: 6; MazEF act: -5; Anthrax LF prot: 0; CCHFV vOTU inh: 15; BoNT A protease: 1.4; SARS 3CLpro inh: 0

How did Cc1ccc(C(=O)NCCCNC(=O)COc2ccc(Cl)c(C)c2)cn1 do in these assays?
PrPC TRFRET: -3; SSB-PriA inh: 2; Rv3671c inh: 0; BoNT-F LC inh: 8; MazEF act: 1; Anthrax LF prot: -2; CCHFV vOTU inh: -4; BoNT A protease: 0.6

What do the screens show for `CN1CCN(/N=C/c2c3ccccc3c(Cl)c3ccccc23)CC1`?
PrPC TRFRET: 0; DUSP3 inh: 32; Rv3671c inh: 7; BoNT-F LC inh: -9; MazEF act: -10; Anthrax LF prot: -1; CCHFV vOTU inh: -3; BoNT A protease: 11; SARS 3CLpro inh: 2

How did O=C(CSc1nn(-c2ccccc2)c(=S)s1)NC1CCS(=O)(=O)C1 (centres undefined) do in these assays?
PrPC TRFRET: 2; SSB-PriA inh: -6; DUSP3 inh: 26; Rv3671c inh: 4; BoNT-F LC inh: -7; MazEF act: -5; Anthrax LF prot: -2; CCHFV vOTU inh: -8; BoNT A protease: 0.1; SARS 3CLpro inh: -7

What do the screens show for `COc1ccc2cc(C(c3nnnn3Cc3ccccc3)N3CCCCCC3)c(=O)[nH]c2c1` (centres undefined)?
PrPC TRFRET: -2; SSB-PriA inh: 6; DUSP3 inh: 25; Rv3671c inh: -1; BoNT-F LC inh: 0; MazEF act: -5; Anthrax LF prot: 1; CCHFV vOTU inh: 5; BoNT A protease: 0.3; SARS 3CLpro inh: 5

What do the screens show for `Cc1ccn2cc(-c3nonc3C)cc2c1`?
PrPC TRFRET: -4; SSB-PriA inh: 18; DUSP3 inh: 15; Rv3671c inh: 7; BoNT-F LC inh: -16; MazEF act: -2; Anthrax LF prot: -5; CCHFV vOTU inh: -1; BoNT A protease: 0.9; SARS 3CLpro inh: 0

What do the screens show for `O=C1C(=Cc2cn(-c3ccccc3)nc2-c2ccc(OCc3ccc(Cl)cc3)cc2)SC(=S)N1CCS(=O)(=O)O`?
PrPC TRFRET: -6; BoNT-F LC inh: 16; Anthrax LF prot: -1; CCHFV vOTU inh: 34*; BoNT A protease: 0.0

The final four entries of the part above come first, to join the parts:
How did O=C(CSc1nn(-c2ccccc2)c(=S)s1)NC1CCS(=O)(=O)C1 (centres undefined) do in these assays?
PrPC TRFRET: 2; SSB-PriA inh: -6; DUSP3 inh: 26; Rv3671c inh: 4; BoNT-F LC inh: -7; MazEF act: -5; Anthrax LF prot: -2; CCHFV vOTU inh: -8; BoNT A protease: 0.1; SARS 3CLpro inh: -7

What do the screens show for `COc1ccc2cc(C(c3nnnn3Cc3ccccc3)N3CCCCCC3)c(=O)[nH]c2c1` (centres undefined)?
PrPC TRFRET: -2; SSB-PriA inh: 6; DUSP3 inh: 25; Rv3671c inh: -1; BoNT-F LC inh: 0; MazEF act: -5; Anthrax LF prot: 1; CCHFV vOTU inh: 5; BoNT A protease: 0.3; SARS 3CLpro inh: 5

What do the screens show for `Cc1ccn2cc(-c3nonc3C)cc2c1`?
PrPC TRFRET: -4; SSB-PriA inh: 18; DUSP3 inh: 15; Rv3671c inh: 7; BoNT-F LC inh: -16; MazEF act: -2; Anthrax LF prot: -5; CCHFV vOTU inh: -1; BoNT A protease: 0.9; SARS 3CLpro inh: 0

What do the screens show for `O=C1C(=Cc2cn(-c3ccccc3)nc2-c2ccc(OCc3ccc(Cl)cc3)cc2)SC(=S)N1CCS(=O)(=O)O`?
PrPC TRFRET: -6; BoNT-F LC inh: 16; Anthrax LF prot: -1; CCHFV vOTU inh: 34*; BoNT A protease: 0.0

How did CC(C)(C)OC(=O)C[C@H]1C/C=C\C[C@@H](CC(=O)N(CCO)Cc2ccccc2)C(=O)N[C@@H](Cc2ccccc2)COC1=O do in these assays?
PrPC TRFRET: -2; SSB-PriA inh: 10; Rv3671c inh: -1; BoNT-F LC inh: 2; MazEF act: 2; Anthrax LF prot: -3; CCHFV vOTU inh: 5; BoNT A protease: -0.1

Results for CC(Sc1nc2ccccc2s1)C(=O)Nc1nnc(C(C)C)s1 (centres undefined) ?
SSB-PriA inh: 4; DUSP3 inh: 19; Rv3671c inh: 7; BoNT-F LC inh: -2; MazEF act: 3; Anthrax LF prot: 1; BoNT A protease: -0.8; SARS 3CLpro inh: 0

How did O=C(Nc1ccccc1)OCCOc1ccccc1Br do in these assays?
PrPC TRFRET: 12; SSB-PriA inh: -46; DUSP3 inh: -3; BoNT-F LC inh: inconclusive; MazEF act: 0; Anthrax LF prot: -7; CCHFV vOTU inh: 2; BoNT A protease: -6.9; SARS 3CLpro inh: 2

What do the screens show for `CCN(C(=O)COC(=O)c1c(-c2ccccc2)noc1C)C1CCS(=O)(=O)C1` (centres undefined)?
PrPC TRFRET: 3; SSB-PriA inh: -18; DUSP3 inh: -16; Rv3671c inh: -8; BoNT-F LC inh: 13; MazEF act: 3; Anthrax LF prot: -4; CCHFV vOTU inh: 3; BoNT A protease: -0.5; SARS 3CLpro inh: 0

How did O=C(NCc1nnc2c(C(F)(F)F)cc(Cl)cn12)c1ccc2c(c1)OCO2 do in these assays?
PrPC TRFRET: -8; SSB-PriA inh: -3; DUSP3 inh: -8; Rv3671c inh: -7; BoNT-F LC inh: 6; MazEF act: 0; Anthrax LF prot: 3; CCHFV vOTU inh: 8; BoNT A protease: -0.8; SARS 3CLpro inh: -4

What do the screens show for `Nc1nccnc1C(=O)OCC(=O)NCCc1ccc(Cl)cc1`?
PrPC TRFRET: 2; SSB-PriA inh: -10; Rv3671c inh: 3; BoNT-F LC inh: -11; MazEF act: -15; Anthrax LF prot: -4; CCHFV vOTU inh: -132; BoNT A protease: 0.1

How did COCCC(=O)N1CCC(Oc2ccc(C(=O)NCCSC)cc2)CC1 do in these assays?
PrPC TRFRET: 1; SSB-PriA inh: -6; DUSP3 inh: -5; Rv3671c inh: -8; BoNT-F LC inh: inconclusive; MazEF act: 9; Anthrax LF prot: 14; CCHFV vOTU inh: 5; BoNT A protease: 0.5; SARS 3CLpro inh: -6

Results for COc1ccc(C(=O)CC(=O)c2ccccc2O)cc1 ?
PrPC TRFRET: -1; SSB-PriA inh: -12; DUSP3 inh: 6; Rv3671c inh: 0; BoNT-F LC inh: inconclusive; MazEF act: 11; Anthrax LF prot: 1; CCHFV vOTU inh: -135; BoNT A protease: -1.5; SARS 3CLpro inh: -1

What do the screens show for `Cc1nn(CC(=O)NCCCN2CCCCC2C)c(=O)c2cccn12` (centres undefined)?
PrPC TRFRET: 0; SSB-PriA inh: 0; DUSP3 inh: 97; Rv3671c inh: -10; BoNT-F LC inh: 10; MazEF act: 8; Anthrax LF prot: 1; CCHFV vOTU inh: -12; BoNT A protease: 0.3; SARS 3CLpro inh: -4

Results for O=C(O)c1cc([N+](=O)[O-])ccc1Nc1ccccc1 ?
PrPC TRFRET: -13; SSB-PriA inh: 2; DUSP3 inh: -7; Rv3671c inh: -3; BoNT-F LC inh: -7; MazEF act: -4; Anthrax LF prot: -2; CCHFV vOTU inh: 6; BoNT A protease: 0.2; SARS 3CLpro inh: 12

Results for CC12CC(NC(=O)N1c1cccc(C(=O)N3CCCCC3)c1)c1ccccc1O2 (centres undefined) ?
PrPC TRFRET: -5; SSB-PriA inh: 2; DUSP3 inh: 6; Rv3671c inh: 8; BoNT-F LC inh: -2; MazEF act: 1; Anthrax LF prot: -1; CCHFV vOTU inh: 6; BoNT A protease: -1.1; SARS 3CLpro inh: -1

Results for C#Cc1ccc2c(c1)COc1c3ccccc3nn1-2 ?
PrPC TRFRET: 1; SSB-PriA inh: 1; Rv3671c inh: -16; BoNT-F LC inh: -5; MazEF act: 14; Anthrax LF prot: 1; CCHFV vOTU inh: 3; BoNT A protease: 0.5

Screens (PubChem BioAssay)
